Screening data as filed in PubChem BioAssay.
STEP inh = STEP phosphatase inhibitors, primary screen, biochemical, fluorescence intensity, uHTS; Tyrosine-protein phosphatase non-receptor type 5 (Homo sapiens), P54829; recombinant STEP, OMFP fluorogenic substrate; inhibition, % at 20 µM; actives 0.25% (n = 360,000);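 active = inhibition at 20 µM, scaled per plate between control wells, above about 37%, limit read from the data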;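 note: 0% = DMSO with enzyme and substrate and 100% = substrate only without enzyme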
Target sequence (P54829 whole entry, looked up): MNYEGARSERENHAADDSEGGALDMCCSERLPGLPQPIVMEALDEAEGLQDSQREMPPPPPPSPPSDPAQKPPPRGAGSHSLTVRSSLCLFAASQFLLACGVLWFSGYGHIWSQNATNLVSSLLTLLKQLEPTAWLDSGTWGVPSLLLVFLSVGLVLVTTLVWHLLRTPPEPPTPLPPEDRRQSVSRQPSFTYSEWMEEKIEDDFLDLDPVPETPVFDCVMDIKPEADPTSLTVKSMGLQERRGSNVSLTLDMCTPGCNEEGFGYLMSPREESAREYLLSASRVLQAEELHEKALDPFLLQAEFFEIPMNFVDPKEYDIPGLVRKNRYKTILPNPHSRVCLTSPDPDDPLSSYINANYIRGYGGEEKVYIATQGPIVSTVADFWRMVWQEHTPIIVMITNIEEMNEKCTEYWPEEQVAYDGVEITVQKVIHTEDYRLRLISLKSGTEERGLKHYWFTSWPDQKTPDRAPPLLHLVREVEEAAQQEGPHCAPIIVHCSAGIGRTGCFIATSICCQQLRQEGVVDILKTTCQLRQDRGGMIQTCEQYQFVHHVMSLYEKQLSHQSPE
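Assay system: isolated STEP enzyme. Buffer or medium: pH 6.0 Bis-Tris with DTT and Tween 20. Also added: fluorogenic phosphatase substrate OMFP at 25 µM final. Dosing: 20 µM, 1% DMSO. Timing: 20 min reaction, room temperature, in the dark. Measured by: fluorescence intensity, excitation 480 nm, emission 540 nm. Evaluation: normalized % inhibition.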
NadD inh = inhibitors of S. aureus NadD, primary screen, biochemical, colorimetric, uHTS; Nicotinate-nucleotide adenylyltransferase NadD (Staphylococcus aureus N315); purified NadD enzyme, colorimetric absorbance read-out; inhibition, % at 20 µM; actives 0.78% (n = 360,000); in the data active = inhibition above about 26%; note: some compounds past the cut are filed as inactive
Scp1 inh = Scp-1 phosphatase inhibitors, primary screen, biochemical, colorimetric, uHTS; Carboxy-terminal domain RNA polymerase II polypeptide A small phosphatase 1 (Homo …; Recombinant Scp1, phosphopeptide, malachite green phosphate absorbance; inhibition, % at 20 µM; actives 0.88% (n = 340,000); AID 493091, 2011;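 active = inhibition above about 50% at 20 µM, limit read from the data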;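 note: plate controls were DMSO wells with enzyme for no effect and wells lacking enzyme for full effect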
Target sequence (Q9GZU7 76-261 limits assumed): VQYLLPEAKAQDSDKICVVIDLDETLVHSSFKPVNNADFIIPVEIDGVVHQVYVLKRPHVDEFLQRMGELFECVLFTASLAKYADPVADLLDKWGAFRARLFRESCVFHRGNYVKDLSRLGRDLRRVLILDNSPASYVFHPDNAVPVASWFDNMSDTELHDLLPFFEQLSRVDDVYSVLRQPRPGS
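System: truncated SCP-1 phosphatase (76-261aa); medium: Tris acetate buffer pH 5.5 with MgCl2 and Tween-20; incubation: 45 min room-temperature reaction, 5 min colour, 30 min stabiliser; compound: single 20 µM dose, 1% DMSO; reagent: Phosphorylated 17-residue peptide substrate; read-out: % inhibition at 20 µM; technique: colorimetric free-phosphate detection, absorbance 630 nm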
PABP1 MLLE inh = inhibitors of PABP1 MLLE–PAM2 peptide binding, primary screen, biochemical, fluorescence polarization, FITC-PAM2, GST-MLLE; AID 588489, 2011; actives 0.36% (n = 360,000); Polyadenylate-binding protein 1 (Homo sapiens), P11940; inhibition, % at 20 µM; in the data active = inhibition above about 35%, passing the limit was not always enough;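 note: plate controls were DMSO wells with GST-MLLE for no effect and wells lacking GST-MLLE protein for full effect; some results filed as inactive read as strong as hits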
Rpn11 inh = Rpn11 (PSMD14) deubiquitinase inhibitors, primary screen, biochemical, fluorescence polarization, uHTS | calls only at 20 µM | AID 588493, 2011 | 26S proteasome non-ATPase regulatory subunit 14 (Homo sapiens), O00487 | human 26S proteasome, Ub4-pepOG fluorescence polarization; 20S core pre-blocked with epoxomicin | actives 0.59% (n = 360,000);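 active = inhibition at 20 µM, scaled to each plate's controls, above about 33%, limit read from the data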
LMPTP block = LMPTP phosphatase inhibitors, primary screen, biochemical, fluorescence intensity, uHTS. Low molecular weight phosphotyrosine protein phosphatase (Homo sapiens), P24666. recombinant LMPTP-A, OMFP fluorogenic substrate. inhibition, % at 20 µM. actives 0.22% (n = 360,000);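 active = compounds that cut the enzyme signal by at least half of the control window in the single-dose screen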;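 note: plate controls were DMSO wells with enzyme plus substrate for no effect and substrate without enzyme for full effect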
Target sequence (P24666 whole entry, looked up): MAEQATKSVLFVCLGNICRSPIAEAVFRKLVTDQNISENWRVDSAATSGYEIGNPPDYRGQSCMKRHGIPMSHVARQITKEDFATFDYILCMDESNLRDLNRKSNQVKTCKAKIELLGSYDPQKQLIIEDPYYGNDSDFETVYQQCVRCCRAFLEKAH
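Test system: LMPTP-A phosphatase enzyme; input: 0.625 nM LMPTP-A final; reagent: OMFP substrate, 400 µM final; compound dosing: 20 µM single dose, 3% DMSO; incubation: 50 min dark incubation at room temperature; measured by: endpoint fluorescence intensity from OMFP dephosphorylation; measure: % inhibition relative to no-enzyme and uninhibited control wells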
DNMT1 inh = human DNMT1 methyltransferase inhibitors, primary screen, biochemical, molecular beacon, fluorescence, HinP1I cleavage, uHTS; inhibition (reported as % activation of signal), % at 10 µM; actives 0.83% (n = 360,000); in the data active = inhibition above about 50%
SUMO1-SIM PPI = modulators of SUMO1 protein-protein interactions, primary screen, biochemical, uHTS. inhibition, % at 20 µM. Small ubiquitin-related modifier 1 (Homo sapiens), P63165. AID 602429, 2012. SUMO1 binding to a labelled peptide, TR-FRET, 1 h. actives 0.33% (n = 360,000); in the data active = inhibition above about 37%
CSN deneddyl inh = inhibitors of CSN-mediated cullin deneddylation, primary screen, biochemical, fluorescence polarization, uHTS; COP9 signalosome complex subunit 5 (Homo sapiens), Q92905; Purified CSN, SCF-Nedd8-OG deneddylation; inhibition, % at 12.5 µM; actives 0.38% (n = 360,000);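 active = pattern-corrected inhibition above about 35%, with an unprinted fluorescence ratio check between 0.5 and 1.5, limit read from the data, passing the limit was not always enough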;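 note: 0% = enzyme with substrate and 100% = substrate without enzyme; some results filed as inactive read as strong as hits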
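Material: human Csn5 produced in HEK293T cells; Input: enzyme 0.24 nM; Reagent: SCFSkp2-Nedd8OG substrate at 10 nM final; Dosing: 12.5 µM compound; Incubation: 90 min reaction at room temperature; Detection: fluorescence polarization of the substrate; Evaluation: % inhibition of substrate cleavage by Csn5; Control set: substrate-only high control, full reaction low control.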
Tb MetRS inh = T. brucei MetRS inhibitors, primary screen, biochemical, luminescence | methionyl-tRNA synthetase (Trypanosoma brucei brucei) | purified T. brucei MetRS, ATP depletion, Kinase-Glo luminescence | inhibition, % at 11.9 µM | actives 0.4% (n = 360,000);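 active = inhibition above a per-plate cutoff of the control wells' mean inhibition plus 3 SD, cut at about 5.5% in these data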;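 note: 0% = DMSO wells median and 100% = median of wells with control inhibitor compound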
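Dosing: 11.9 µM single point; system: parasite MetRS enzyme; technique: luminescence of leftover ATP; times: 15 min enzyme-compound preincubation, 2 h reaction, 10 min detection, 25 °C; replicates: each compound tested once; read-out basis: percent inhibition relative to median high and low control wells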
Active calls of the source: *; i = inactive; · = no result given.

Order of results – LMPTP block	Rpn11 inh	SUMO1-SIM PPI	DNMT1 inh	NadD inh	PABP1 MLLE inh	STEP inh	Tb MetRS inh	Scp1 inh	CSN deneddyl inh
CCNC(=O)C1(C)CCCN(C(=O)c2ccc(OC)c(F)c2)C1 (centres undefined)
 : -1.1	i	0	-3	1	1	-1	0.7	·	-4
CC(C)(C)Cc1c(-c2cccc(Cl)c2)nc2ccc(Br)cn12
 : 0.3	i	-8	7	0	-34	-1	-1.0	·	12
O=C(Cc1ccc(Cl)cc1)NCC(=O)N1CCCCCC1
 : -3.5	i	-3	0	-2	10	0	0.5	-5	-2
COc1ccc(-c2cn(-c3ccc(OC)cc3)c(=S)[nH]2)cc1
 : -1.5	i	-4	-3	6	2	-1	-0.1	3	6
Cc1ccc(S(=O)(=O)N(CC(=O)Nc2cccnc2)c2cccc(Br)c2)cc1
 : 1.7	i	4	1	-1	3	-2	-0.4	4	-1
OCCN1CCN(c2ncnc3c2c(-c2ccccc2)cn3-c2ccc(Br)cc2)CC1
 : 0.8	i	-1	-3	-9	-2	2	-0.9	-2	-1
O=C(CSc1nc2ccccc2c(=O)n1-c1ccc(F)cc1F)Nc1ccc2c(c1)CCC2
 : 2.2	i	-5	-6	9	8	3	-0.6	-12	2
O=C(c1ccc2c(=O)n3c(nc2c1)CCC3)N1CCN(S(=O)(=O)c2ccccc2Br)CC1
 : -0.3	i	4	-2	6	-6	2	-0.1	-5	1
Cc1cc[n+](CC(=O)N2CCCc3ccccc32)cc1
 : 0.0	i	2	2	4	6	-2	0.5	-7	-1
CCCCN(C(=O)CCC(=O)Nc1cc(C)on1)C(C(=O)NC(C)(C)C)c1cccc(OC)c1OC (centres undefined)
 : -1.1	i	-4	3	-4	1	0	-0.8	-2	4
COCCN1CCc2c(C)nc3c(-c4ccc(OC)c(OC)c4)cnn3c21
 : 2.6	i	7	-1	5	-10	3	0.2	5	-8
CC(=O)c1ccc(OCc2cc(C(=O)N(C)CCN3CCOCC3)no2)cc1
 : 0.1	i	-7	-3	4	-4	0	-0.3	-1	2
CCOC(=O)CCC(=O)Nc1ccc(S(=O)(=O)N2CCCCC2)cc1
 : -0.6	i	1	-2	-1	-10	2	-0.3	-4	-11
CCc1cc(=O)oc2c(CNCc3c(F)cccc3Cl)c(O)ccc12
 : -0.9	i	6	-3	-2	-17	3	-0.3	-2	2
COc1ccc(NC(=O)CN(C)S(=O)(=O)c2cccc3nsnc23)cc1
 : -0.5	i	-22	-1	2	5	5	0.0	-8	-4
Cc1ccc(OCC(=O)NNC(=O)CCc2ccccc2)c(Br)c1
 : -0.5	i	31	-2	-19	2	-2	-0.4	-2	3
COCCn1c(SCC(=O)c2ccc3c(c2)OCCO3)nnc1-c1ccoc1C
 : 3.5	i	-2	1	6	-23	24	0.0	-8	-2
O=C(NCc1cccs1)C1CCN(S(=O)(=O)c2cccc3nsnc23)CC1
 : -1.1	i	-30	2	6	-5	-3	-0.8	-5	2
CCOc1cc(N2CCOCC2)c(OCC)cc1NC(=O)COC(=O)C1CCCN1S(=O)(=O)c1ccccc1F (centres undefined)
 : -1.3	i	-4	-4	-5	-26	-2	-0.4	-10	0
Cn1c(=O)c2c(ncn2CC(=O)Nc2ccc(Cl)cc2Cl)n(C)c1=O
 : 0.3	i	-1	3	1	10	4	0.4	46	4
O=S(=O)(c1cc(Br)ccc1Br)N1CCCCCC1
 : 1.4	i	2	2	-8	6	-1	-1.0	-5	5
CC(/C=C/c1ccccc1)=N/NC(=O)c1cccc(Br)c1
 : 0.6	i	-4	0	3	-16	0	2.7	8	1
CCOC(=O)c1nc(C)[nH]c1C(=O)OCC
 : -1.6	i	1	0	6	-1	-2	-0.7	24	-1
O=C(Nc1ccc(-n2cnnn2)cc1)C1CCCN1C(=O)NC1CCCCC1 (centres undefined)
 : 1.8	i	-4	-2	-3	-3	-2	-0.9	-2	-2
COc1ccccc1NS(=O)(=O)c1ccc(C)c(C(=O)NCCCN2CCCC2=O)c1
 : 1.2	i	2	6	-7	-3	-3	-0.7	-1	1
N#Cc1c(NC(=O)CSc2nnc(-c3ccccc3)o2)sc2c1CCCC2
 : 77*	i	0	3	-4	1	-1	-1.1	3	1
CSc1ccccc1OCc1cc(C(=O)NC(C)Cc2cccc(C)n2)no1 (centres undefined)
 : 1.2	i	-2	0	3	3	1	0.0	-2	-1
COc1ccc(C2(C)NC(=O)N(CC(=O)c3cc(C)n(C4CC4)c3C)C2=O)cc1 (centres undefined)
 : -0.6	i	-3	0	-2	6	-1	0.0	-5	0
COc1cc(/C=C/C(=O)OCC(=O)N2CCCc3ccccc32)ccc1OCC#N
 : 1.7	i	-25	-1	-5	-1	2	-0.2	-11	4
CCCC(=O)N1CCC1(C)C(=O)NS(=O)(=O)c1ccc(C)cc1 (centres undefined)
 : -2.3	i	4	0	-3	-8	1	0.3	·	-3
O=C(Cc1cccs1)NCCn1ccc2ccccc21
 : -0.3	i	-8	-6	3	6	-2	-1.2	10	-7
O=C(Nc1ccc(Cl)cc1)C1CCC(=O)N1Cc1ccccc1Cl (centres undefined)
 : 0.4	i	3	1	-8	1	3	-2.1	-2	-1
Cc1cccc(NC(=O)CSc2nccn2Cc2ccco2)c1C
 : -0.5	i	0	-1	-3	-50	-1	-1.2	-2	3
CCCCC/C=N/NC(=O)c1[nH]c2ccc([N+](=O)[O-])cc2c1C
 : 0.5	i	-19	-2	0	18	1	-0.1	-15	0
COc1cccc(N2CC(NS(=O)(=O)c3ccc4ccccc4c3)CC2=O)c1 (centres undefined)
 : 0.5	i	-5	-3	-3	5	0	-0.4	-13	-3
CCCCCNC(=O)Cc1ccc(OC)cc1
 : -1.4	i	-2	-3	-1	1	-2	-1.6	-12	-2
COc1ccc(OC(F)(F)F)cc1CC1(C)C(=O)Nc2ccc(-c3ccsc3)cc21 (centres undefined)
 : 3.5	i	8	-22	-5	-22	0	0.3	·	1
COc1ccc(C(=O)Nc2ccc(S(=O)(=O)NC(C)=O)cc2)cc1
 : -1.3	i	6	3	-1	15	1	0.2	-4	2
C/C(=N\Nc1ccccn1)c1ccc(Br)s1
 : 2.1	i	-14	-2	-6	-6	-1	-0.7	1	0
COC(=O)C[C@H]1CC[C@@H](NC(=O)Nc2cccc(OC)c2)[C@@H](CO)O1
 : -0.9	·	6	·	·	·	·	-0.4	·	5
COCCOC(=O)C1=C(C)NC2=C(C(=O)CC(C)(C)C2)C1c1ccc2c(c1)OCO2 (centres undefined)
 : -1.5	i	-1	0	-2	-1	-3	-0.3	-5	2
Cc1ccc(-c2cc(C(=O)NCc3cnn(C)c3C)c3cc(Br)ccc3n2)cc1
 : 0.9	i	10	10	-4	-23	5	-0.6	-4	6
CCOC(=O)CSc1nc2c(c(=O)n(C)c(=O)n2C)n1CCCc1ccccc1
 : -0.2	i	-1	-2	-9	8	-6	-0.6	-7	0
Cc1ccc2nc(Nc3ncc4c(n3)CC(C)(C)CC4=O)nc(C)c2c1
 : -1.3	i	2	2	1	-24	-2	-0.5	5	10
CCOC(=O)c1cc2c(=O)[nH]ccc2nc1C
 : -1.0	i	2	2	-4	3	-2	0.0	-2	3
CC1(C)OC(=O)C(=C2CCCN2)C(=O)O1
 : -0.1	i	1	1	-1	12	-6	-0.3	-3	-4
Nc1c(C(=O)OCC(=O)Nc2cccc([N+](=O)[O-])c2)[nH]c(=O)[nH]c1=O
 : 33	i	3	-3	6	4	9	0.0	67*	-1
Cc1nn2c3ccccc3n(CC(=O)c3cccs3)c2nc1=O
 : -0.8	i	-1	0	-9	-6	3	-0.5	-9	-10
COc1cc(CN2CCN(c3cccc(Cl)c3)CC2)cc(OC)c1OC
 : -1.2	i	2	-3	11	5	1	-0.4	-9	2

A second format for some results above:
CCOC(=O)CSc1nc2c(c(=O)n(C)c(=O)n2C)n1CCCc1ccccc1
- LMPTP block: -0.2
- Rpn11 inh: i
- SUMO1-SIM PPI: -1
- DNMT1 inh: -2
- NadD inh: -9
- PABP1 MLLE inh: 8
- STEP inh: -6
- Tb MetRS inh: -0.6
- Scp1 inh: -7
- CSN deneddyl inh: 0

Cc1ccc2nc(Nc3ncc4c(n3)CC(C)(C)CC4=O)nc(C)c2c1
- LMPTP block: -1.3
- Rpn11 inh: i
- SUMO1-SIM PPI: 2
- DNMT1 inh: 2
- NadD inh: 1
- PABP1 MLLE inh: -24
- STEP inh: -2
- Tb MetRS inh: -0.5
- Scp1 inh: 5
- CSN deneddyl inh: 10
